Compound activity as filed in PubChem.
mIAP activ = mouse IAP activation | muIAP, CDP-Star luminescence, 30 min; stronger effect = higher value; 1 = vehicle-only enzyme signal, 0 = enzyme-free wells | activation factor at 10 µM | actives 0.24% (n = 330,000);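 active means activation factor of at least 2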; further: the source names both 10 and 20 µM as test concentration; values of inactives mirror those of a sister screen read the other way
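System: Mouse IAP enzyme | Also added: CDP-Star substrate | Dosing: Compounds dispensed in DMSO | Schedule: 30 min enzyme-substrate-compound incubation at room temperature | Technique: Chemiluminescence readout | Control set: DMSO-only wells and no-enzyme negative control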
mIAP block = blocks mouse intestinal alkaline phosphatase. purified mouse IAP, CDP-Star luminescence, 30 min. inhibition, % at 10 µM. actives 0.2% (n = 330,000). AID 2806;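 active means inhibition of at least 40% at 10 µM in the primary screen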;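 further: plate controls were DMSO with enzyme for no effect and no enzyme wells for full effect; values of inactives mirror those of a sister screen read the other way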
Apaf-1 inh = inhibitors of human Apaf-1 apoptosome; reconstituted apoptosome caspase-3 activity, DEVD-Rh110 fluorescence; inhibition, % at 20 µM; actives 0.71% (n = 330,000); AID 489030; active means inhibition of at least 40% at 20 µM;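 further: plate controls were DMSO wells for no effect and DEVD-CHO caspase inhibitor wells for full effect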
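System – cell-free apoptosome with Apaf-1, procaspase-3 and caspase-9 · Buffer or medium – pH 7.5 Hepes buffer with CHAPS, BSA, DTT · Also added – cytochrome c with DEVD-Rh110 · Times – 30 min compound preincubation, 50 min activation, room temperature · Technique – Rh110 fluorescence intensity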
ATG4B inhibitor = ATG4B (human) cysteine protease inhibition. Q9Y4P1. ATG4B cleavage of LC3-PLA2, NBD-HPC fluorescence, 1 h. inhibition, % at 8.33 µM. actives 0.51% (n = 340,000). AID 504462; in the data active means inhibition above about 40%
Target sequence (Q9Y4P1 whole entry, looked up): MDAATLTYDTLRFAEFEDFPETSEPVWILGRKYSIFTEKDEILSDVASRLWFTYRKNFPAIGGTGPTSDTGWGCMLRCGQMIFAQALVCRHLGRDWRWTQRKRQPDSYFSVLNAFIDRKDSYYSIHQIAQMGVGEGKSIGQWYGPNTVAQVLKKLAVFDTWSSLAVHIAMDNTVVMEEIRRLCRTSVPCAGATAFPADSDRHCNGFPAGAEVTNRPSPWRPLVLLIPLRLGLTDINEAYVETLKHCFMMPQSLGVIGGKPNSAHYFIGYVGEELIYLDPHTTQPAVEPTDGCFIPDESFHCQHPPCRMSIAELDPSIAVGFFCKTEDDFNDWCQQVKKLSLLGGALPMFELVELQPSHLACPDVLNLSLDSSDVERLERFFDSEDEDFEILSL
tim10-1 inh = tim10-1 yeast growth inhibition. actives 2.2% (n = 330,000). S. cerevisiae tim10-1 ts strain growth, BacTiter-Glo, 24 h. inhibition, % at 20 µM. AID 463190;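 active means inhibition of at least 40%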;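 further: mutant grown at 25 °C; 0% = DMSO wells with yeast and 100% = wells holding no yeast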
NLRP3 yeast inh = NALP3 inhibition in yeast; Yeast reconstituted NLRP3/ASC/caspase-1, beta-gal luminescence, 24 h; inhibition, % at 10 µM; actives 0.39% (n = 330,000);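 active means inhibition of 50% or more; inactive means inhibition below 50%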;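 further: plate controls were induced DMSO wells for no effect and uninduced yeast grown without galactose for full effect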
hIAP block = blocks human intestinal alkaline phosphatase | AID 2544 | inhibition, % at 10 µM | actives 0.12% (n = 330,000) | purified IAP, CDP-Star luminescence, 30 min;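 active means inhibition reaching a set limit with compound at 10 µM in the primary screen, cut at about 35% in these data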;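 further: plate controls were DMSO wells with enzyme for no effect and no-enzyme buffer wells for full effect; values of inactives mirror those of a sister screen read the other way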
Target sequence (P09923 whole entry, looked up): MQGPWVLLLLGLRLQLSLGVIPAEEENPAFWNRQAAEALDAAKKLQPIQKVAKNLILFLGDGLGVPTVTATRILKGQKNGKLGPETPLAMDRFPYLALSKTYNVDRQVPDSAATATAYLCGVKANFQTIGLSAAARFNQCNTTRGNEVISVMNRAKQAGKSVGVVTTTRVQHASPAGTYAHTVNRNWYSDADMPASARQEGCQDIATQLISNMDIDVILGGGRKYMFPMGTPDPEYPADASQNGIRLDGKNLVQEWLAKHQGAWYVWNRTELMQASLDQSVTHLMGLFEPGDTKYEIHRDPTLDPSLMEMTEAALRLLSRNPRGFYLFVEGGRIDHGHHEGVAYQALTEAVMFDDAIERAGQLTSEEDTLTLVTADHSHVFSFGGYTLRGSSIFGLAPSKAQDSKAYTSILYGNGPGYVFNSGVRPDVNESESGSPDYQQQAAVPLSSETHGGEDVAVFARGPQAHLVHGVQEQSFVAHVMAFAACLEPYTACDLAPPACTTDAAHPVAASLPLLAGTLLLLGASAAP
TIM10 inh = TIM10 yeast growth inhibition. S. cerevisiae TIM10 strain growth, BacTiter-Glo luminescence, 24 h. inhibition, % at 10 µM. actives 1.4% (n = 330,000). AID 463195;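 active means inhibition of 40% or more at the single tested concentration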;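 further: wild-type TIM10 isogenic control strain grown at permissive 25 °C; 0% = DMSO yeast wells and 100% = minimal medium wells without yeast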
hIAP activ = increases human intestinal alkaline phosphatase activity; purified human IAP, CDP-Star luminescence, 30 min; stronger effect = higher value; 1 = vehicle-only enzyme, 0 = enzyme-free background; P09923; actives 0.16% (n = 330,000); AID 2524; activation factor at 10 µM;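 active means activation factor of the enzyme at least 2-fold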; further: the source names both 10 and 20 µM as test concentration; values of inactives mirror those of a sister screen read the other way
Active calls of the source: *; · = no result given.

SMILES	mIAP activ	mIAP block	Apaf-1 inh	ATG4B inhibitor	tim10-1 inh	NLRP3 yeast inh	hIAP block	TIM10 inh	hIAP activ
CC(C)C(c1nnnn1C1CCCC1)N1CCC(C(N)=O)CC1 (centres undefined)	0.956	4.4	-1.8	0.6	-3.8	16.6	-14.1	5.1	1.14
Cc1cc(Br)ccc1NC(=O)CCN1C(=O)c2ccncc2C1=O	0.886	11.4	13.4	-6.4	12.8	9.8	-6.3	-12.1	1.06
COc1ccccc1NC(=O)c1c(NC(=O)c2ccco2)sc2c1CCC2	0.967	3.3	4.5	-5.4	33.7	9.9	6.9	22.5	0.931
O=C(Nc1ccc(CN2CCOCC2)cc1)c1cccc(F)c1	0.949	5.1	-9.0	-7.8	-0.3	15.1	13.3	-12.0	0.867
CC1CCCCC12NC(=O)N(CC(=O)OCc1c(F)cccc1Cl)C2=O (centres undefined)	1.05	-5.0	18.3	-7.5	13.2	7.1	-6.7	1.3	1.07
O=C(COC(=O)c1ccccc1OC(F)F)Nc1ccc(N2CCCCC2)cc1	1.08	-8.0	17.8	2.8	-3.5	10.9	-6.2	3.4	1.06
CSc1nc(C)c(C(=O)C[n+]2ccccc2C)cc1C#N	1.06	-6.0	-8.7	-6.9	-0.9	-2.6	2.1	4.1	0.979
CCOC(=O)c1ccc(NC(=O)NCc2ccn(CC)n2)cc1	1.07	-6.7	-6.0	-1.0	-0.6	-3.8	11.4	10.9	0.886
NS(=O)(=O)c1ccc(CCNC(=O)C2CC(=O)N(Cc3ccccc3Cl)C2)cc1 (centres undefined)	0.954	4.6	-12.5	3.1	-1.9	7.6	4.7	1.4	0.953
CCOC(=O)C1CCN(CC(=O)c2c(C)[nH]c3cc(C)ccc23)CC1	1.13	-13.3	9.6	-4.3	5.1	11.5	-2.8	-7.1	1.03
COCCn1c(Cc2ccccc2)nnc1SCC(=O)NC(C)C	1.1	-10.0	-11.0	-14.0	10.4	1.4	-48.8	3.8	1.49
COc1ccc2c(c1)O/C(=C\c1ccccc1O)C2=O	0.907	9.3	6.5	-14.4	18.0	6.8	19.0	23.8	0.81
CCN(CC)S(=O)(=O)c1ccc(Cl)c(NC(=O)COC(=O)c2ccc([N+](=O)[O-])o2)c1	1.07	-6.7	-19.4	3.7	21.8	-2.2	-13.6	-14.5	1.14
CCOc1ccccc1C(=O)NC(C(=O)Nc1cccnc1)C(C)C (centres undefined)	0.954	4.6	-5.2	-3.8	3.2	5.2	4.4	-0.5	0.956
COc1ccc(NC(=O)CSc2ncnc3sc(C)cc23)cc1	1.01	-1.2	10.0	-9.3	2.5	30.4	-3.8	-21.4	1.04
O=C(NCc1ccccc1Cl)c1ccc(CS(=O)(=O)c2ccccc2)o1	0.957	4.3	-4.2	-2.8	13.7	10.2	-9.7	-3.4	1.1
CCOC(=O)CSc1nc2c(sc(=S)n2CCc2ccccc2)c(=O)n1Cc1ccco1	0.87	13.0	24.3	9.5	22.6	22.0	-7.0	20.7	1.07
Cc1ccc(C(=O)Nc2cc(C)nn2CCC#N)cc1	1.06	-6.4	2.2	-6.3	6.8	7.7	1.1	-7.1	0.989
CCCN(CC(=O)Nc1ccc(F)c(F)c1F)C(=O)c1ccc(N2CCCC2=O)cc1	1.05	-5.1	-0.5	5.2	7.0	-0.5	3.5	16.0	0.965
CC(C(=O)N(C1CC1)C1(C(=O)Nc2ccccc2)CCCC1)N1C(=O)c2ccccc2C1=O (centres undefined)	0.998	0.2	21.4	-3.5	0.5	25.7	-18.5	6.1	1.19
Cc1cccc(S(=O)Cc2ccc(C(=O)N3CCOCC3)o2)c1 (centres undefined)	0.983	1.7	-12.4	-6.6	11.6	4.2	-7.5	-5.5	1.07
CCn1c(=O)c(C(=O)NCc2ccccc2Cl)c(O)c2ccccc21	0.864	13.6	9.6	4.6	-9.6	8.4	19.1	3.3	0.809
O=[N+]([O-])c1ccc(Cl)cc1NCC1CCCO1 (centres undefined)	0.943	5.7	3.4	-5.5	0.8	-0.4	10.1	-23.6	0.899
COc1ccc(C(=O)OCC(=O)NCc2cccs2)c(OC)c1OC	0.986	1.4	4.4	-5.3	15.1	21.0	18.9	10.1	0.811
CC1CC(C)CN(C(=O)c2ccc(Br)c(S(=O)(=O)N3CCOCC3)c2)C1 (centres undefined)	1.03	-3.1	-0.8	-5.1	16.6	7.9	10.4	17.8	0.896
CCOc1cc(NC(=O)c2ccccc2C(=O)O)c(OCC)cc1NC(=O)c1ccccc1F	0.94	6.0	37.4	-0.4	39.7	3.6	-16.3	21.2	1.16
CCN(CC(=O)NCc1ccncc1)S(=O)(=O)c1cc(Cl)ccc1Cl	1.11	-10.6	4.5	3.9	19.0	21.9	3.4	-12.5	0.966
CCCN1Cc2cccc(C(=O)Nc3ccc(CN4CCCC4)cc3)c2C1=O	0.946	5.4	1.1	37.0	7.1	12.8	14.4	7.9	0.856
CC(C)(C)C(=O)N1CCN(c2ccc([N+](=O)[O-])c(-n3nc(-c4ccccc4)c4ccccc4c3=O)c2)CC1	0.838	16.2	14.4	15.8	3.2	15.8	25.2	-3.3	0.748
CCC(C)NC(=O)C1CCCN(S(=O)(=O)c2ccc3c(c2)CC(C)N3C(C)=O)C1 (centres undefined)	1.08	-7.8	3.6	-5.5	-21.4	17.0	-8.2	-1.4	1.08

4 compounds picked at random from those above, as already listed:
SMILES	mIAP activ	mIAP block	Apaf-1 inh	ATG4B inhibitor	tim10-1 inh	NLRP3 yeast inh	hIAP block	TIM10 inh	hIAP activ
CC1CC(C)CN(C(=O)c2ccc(Br)c(S(=O)(=O)N3CCOCC3)c2)C1 (centres undefined)	1.03	-3.1	-0.8	-5.1	16.6	7.9	10.4	17.8	0.896
CCN(CC(=O)NCc1ccncc1)S(=O)(=O)c1cc(Cl)ccc1Cl	1.11	-10.6	4.5	3.9	19.0	21.9	3.4	-12.5	0.966
CCCN1Cc2cccc(C(=O)Nc3ccc(CN4CCCC4)cc3)c2C1=O	0.946	5.4	1.1	37.0	7.1	12.8	14.4	7.9	0.856
Cc1cccc(S(=O)Cc2ccc(C(=O)N3CCOCC3)o2)c1 (centres undefined)	0.983	1.7	-12.4	-6.6	11.6	4.2	-7.5	-5.5	1.07

(further entries)
SMILES	mIAP activ	mIAP block	Apaf-1 inh	ATG4B inhibitor	tim10-1 inh	NLRP3 yeast inh	hIAP block	TIM10 inh	hIAP activ
COc1ccccc1N1CCN(CCCCOc2ccc(C)cc2C)CC1	1.07	-7.2	4.6	-0.1	-0.8	11.9	-5.2	0.5	1.05
c1ccc(-c2cc(N3CCCCC3)ncn2)cc1	1.04	-4.3	-5.5	-1.0	12.9	21.0	-6.9	-1.4	1.07
Cc1ccnc(NC(=O)CCC(=O)N(CC(=O)NCc2ccccc2)c2ccc3c(c2)OCO3)c1	0.996	0.4	4.4	2.7	9.6	13.7	-3.3	7.5	1.03
COc1ccc(C(=O)O/N=C(\N)c2cccc(C)c2)cc1OC	1.02	-2.2	7.2	-3.1	50.9*	13.3	-3.3	46.2*	1.03
CCC(CC)C(=O)Nc1nnc(-c2cccs2)s1	0.967	3.3	-1.2	-15.5	-11.3	28.6	5.3	-3.2	0.946
CCOC(=O)c1ccc(CNC(=O)Cn2nnc(-c3cccc(C)c3)n2)o1	1.07	-7.1	5.8	·	14.3	11.6	3.4	-24.1	0.966
O=C(NCCN1C(=O)S/C(=C\c2cccs2)C1=O)[C@H](Cc1ccccc1)N1C(=O)c2ccccc2C1=O	0.909	9.1	9.9	·	12.9	7.1	14.4	-18.7	0.856
COc1cc(CC(=O)OCC(=O)Nc2cc([N+](=O)[O-])ccc2F)cc(OC)c1OC	0.975	2.5	-3.4	-10.8	20.5	19.2	-17.2	5.8	1.17
CN(CC(=O)Nc1ccc(OC(F)(F)F)cc1)C(=O)C1CCC1	1.13	-12.8	11.4	-6.6	-2.2	6.3	-6.0	12.6	1.06
S=C1NC2(CCCCC2)NN1c1ccccc1	0.898	10.2	-1.1	-0.6	2.4	21.7	12.1	-31.9	0.879
O=C(c1ccco1)N1CCN(C(=O)c2ccccc2NS(=O)(=O)c2ccc(F)cc2)CC1	1.09	-8.9	-15.5	7.2	3.4	-1.1	-15.9	-19.6	1.16
CCC(CC)c1nnc(NC(=O)C2CC(=O)N(CCc3ccc(F)cc3)C2)s1 (centres undefined)	1.11	-11.1	7.1	-17.0	26.6	12.9	10.7	7.3	0.893
CCC(Sc1nccn1C)C(=O)Nc1cccc2ccccc12 (centres undefined)	1.04	-4.5	-4.4	-2.1	19.0	29.0	4.8	3.0	0.952
Fc1cccc(-n2ncc(-c3nnnn3-c3ccccc3)c2C(F)(F)F)c1	0.921	7.9	7.9	-3.3	24.6	20.7	13.6	21.5	0.864
CCN(C(=O)COc1cccc(-n2cnnn2)c1)C1CCS(=O)(=O)C1 (centres undefined)	1.01	-1.0	-2.6	11.2	-17.3	11.2	-7.6	1.2	1.08
C=CCC1=C/C(=C\c2c(N)n3nc(CC(=O)N4CCCC4)sc3nc2=O)C=C(OC)C1=O	0.88	12.0	8.8	14.5	-15.2	11.2	17.2	-14.8	0.828
COc1cc(C(=O)N/N=C/c2ccc(OC)c(CN3CCN(c4ccc(F)cc4)CC3)c2)ccc1O	0.919	8.1	6.6	-17.1	3.9	8.6	3.5	6.7	0.965
O=C(Nc1ccc2c(c1)OCO2)C(c1ccccc1)N1CCC2(CC1)OCCO2 (centres undefined)	1.07	-7.1	12.6	-11.7	5.8	14.5	5.8	13.2	0.942
O=C(NCc1ccc2c(c1)OCO2)c1ccc(COc2cc(Cl)ccc2Cl)o1	0.948	5.2	11.7	-10.8	39.5	29.0	12.5	5.6	0.875
COc1ccc(OC)c(-c2nnc(SCC(=O)N3CCCc4ccccc43)o2)c1	0.925	7.5	14.1	-0.2	22.2	18.2	-5.6	1.2	1.06
Cc1ccc[n+](CC(=O)Nc2cccc(Cl)c2)c1	0.985	1.5	-1.1	4.4	-2.6	21.5	-16.2	-2.2	1.16
COc1ccccc1N(C)S(=O)(=O)c1ccc(C(=O)OCC(N)=O)cc1	0.972	2.8	-5.4	1.4	1.9	21.6	19.5	-6.2	0.805
CCOc1ccc(-n2c(=O)[nH]cc(C(=O)N3CCCc4ccccc43)c2=O)cc1	1.03	-2.8	4.1	3.2	-1.7	4.0	8.7	-23.4	0.913
C=CCC(O)(CCN1CCCCC1)c1ccccc1 (centres undefined)	0.884	11.6	-2.4	-1.7	-0.9	15.9	30.5	-11.6	0.695
Cc1ccc(C)c(OCc2cc(C(=O)N3CCN(C(=O)c4ccco4)CC3)no2)c1	0.958	4.2	15.2	22.9	14.2	17.1	-18.5	8.1	1.19
O=C(c1cc2ccccc2oc1=O)N1CCN(c2ccc(N3CCOCC3)nn2)CC1	0.949	5.1	9.2	-8.3	8.5	20.3	0.1	-1.1	0.999
Oc1ccc(Br)cc1CNc1nccs1	1.04	-3.8	-8.6	-0.1	-20.0	20.0	-20.6	-13.6	1.21
O=[N+]([O-])c1cccnc1N1CCOCC1	1.06	-5.6	-17.6	-1.6	-0.9	-8.3	18.7	1.6	0.813
COc1ccc(C2C(C(C)=O)=C(O)C(=O)N2c2nc3ccccc3s2)cc1OC (centres undefined)	0.968	3.2	0.0	-11.1	2.4	19.5	5.0	5.7	0.95
COc1ccccc1Cn1c(=S)[nH]c2cc(C(=O)NCCN(C)C)ccc2c1=O	0.999	0.1	7.5	-6.3	19.7	18.5	4.0	4.9	0.96

This is a random part of the collection; overall some 4.5% were active at least once.
